GBA activity up: increases beta-glucosidase activity in Gaucher fibroblasts. L444P Gaucher fibroblasts, 4-MU-glucoside fluorescence, 3 days. activation, % at 10 µM. hit rate 0.44% among 30,000. AID 784; in the data active = activation above about 65%;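 note: 0% = vehicle wells and 100% = positive control wells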
Target sequence (P04062 whole entry L483P): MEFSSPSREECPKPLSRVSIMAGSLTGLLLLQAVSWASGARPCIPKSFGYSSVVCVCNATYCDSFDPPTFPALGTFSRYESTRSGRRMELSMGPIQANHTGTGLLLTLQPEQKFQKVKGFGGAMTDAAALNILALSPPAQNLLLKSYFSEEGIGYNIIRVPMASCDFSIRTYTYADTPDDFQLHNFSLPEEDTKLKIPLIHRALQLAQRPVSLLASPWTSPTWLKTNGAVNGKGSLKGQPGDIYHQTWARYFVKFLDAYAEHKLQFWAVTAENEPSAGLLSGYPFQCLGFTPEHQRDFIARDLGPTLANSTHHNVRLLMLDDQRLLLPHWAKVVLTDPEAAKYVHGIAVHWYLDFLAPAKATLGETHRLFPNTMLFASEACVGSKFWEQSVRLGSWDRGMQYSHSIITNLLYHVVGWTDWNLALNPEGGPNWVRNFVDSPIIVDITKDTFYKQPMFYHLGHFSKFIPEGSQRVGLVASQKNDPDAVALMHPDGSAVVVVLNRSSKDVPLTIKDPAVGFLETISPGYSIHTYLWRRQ
* hit, by the source's call.

SMILES | GBA activity up
O=C(O)CNC(=O)CC12CC3CC(CC(C3)C1)C2 | 13.2
CCc1nnc2sc(-c3ccc(NC(=O)c4ccc5c(c4)OCCO5)cc3)nn12 | -3.7
COc1ccc(N(CC(=O)O)S(C)(=O)=O)cc1OC | 3.4
COC(=O)C(c1cc(OC)c(O)c(OC)c1)(N1CCNC(C)C1)C(F)(F)F (stereo unspecified) | -11.1
O=c1[nH]cnc2c1N1CCC2CC1 | -23.6
Cn1c(=O)[nH]c2cc3ccccc3cc21 | -11.5
O=C(c1cccc(-n2cnnn2)c1)N1CC=C(c2ccccc2)CC1 | -7.5
COC(=O)c1ccccc1Nc1ccccc1 | -16.1
Cc1ccc(C)c(NC(=O)CC(NCCCN2CCOCC2)C(=O)O)c1 (stereo unspecified) | -26.1
Cc1onc(-c2ccccc2Cl)c1C(N)=O | -15.7
CN(C)c1nc(N(C)C)nc(N(C)C)n1 | -3.7
COC(=O)c1ccc2ccn(CC(=O)NC(C)C)c2c1 | 20.6
CCC1CCCCN1C(=O)COC(=O)c1cc2ccccc2cc1O (stereo unspecified) | -10.1
COC(=O)C1=C(C)N=C2SCCC(=O)N2C1c1cc(Br)ccc1OC (stereo unspecified) | 4.4
Clc1ccc2nc3ccccn3c2c1 | -11.3
COc1ccc(-c2nc(C#N)c(NCc3ccc(C)cc3)o2)cc1OC | -6.0
CCOc1ccccc1NC(=O)c1cc(CC(C)C)oc1C | 26.5
COC(=O)c1cccc(COC(=O)c2ccccc2NC(=O)c2ccco2)c1 | -5.5
Cc1nnc(NC(=O)c2sc3ccccc3c2Cl)s1 | -6.7
O=c1ccc2cc(S(=O)(=O)N3CCN(c4ccccc4)CC3)ccc2o1 | -41.8
COC(=O)Nc1c(C)n(C)n(-c2ccccc2)c1=O | 3.3
Cc1csc(SCc2c(C(=O)O)oc3ccccc23)n1 | -15.7
Cc1ccc(S(=O)(=O)Nn2c(C)ccc2C)cc1 | -6.8
OCC1(C2=NOC(O)(C(F)(F)F)C2)CCCCC1 (stereo unspecified) | -57.4
O=C(O)Cc1cc2c(s1)CCCCC2 | -5.0
CC1CN(c2c3c(nc4ncnn24)CCCC3)CC(C)O1 (stereo unspecified) | -16.1
Cc1noc(C)c1C(=O)NCCC1=CCCCC1 | -13.0
COc1ccc2[nH]c(=O)c(CN(C)C(=O)COc3ccccc3)cc2c1 | -1.3
CCOC(=O)c1c(NC(=O)CSc2nnnn2CC)sc(C)c1C | -14.9
Cc1ccc2c(c1)N(CCC(=O)NCc1ccc3c(c1)OCO3)C(=O)CO2 | -0.2
COC(=O)c1ccc(C(=O)OC)c(NC(=O)c2cnc3n(c2=O)CCS3)c1 | -15.7
CCOCCCNc1ncc2c(n1)CC(c1ccc(C)cc1)CC2=O (stereo unspecified) | -1.7
CCOc1ccc2[nH]c(C)c(CN3CCN(CC)CC3)c(=O)c2c1 | -13.1
CC1CCCCC1N1CCN(C(=O)c2cccc(F)c2)CC1 (stereo unspecified) | 9.1
Cc1cc(=O)[nH]c(SCC(=O)Nc2nc3c(s2)CCCC3)n1 | -36.1
O=C(Nc1cccc(Cl)c1N1CCCC1)c1cc2ccccc2o1 | -104.2
COC(=O)COC(=O)CC(CC(N)=O)c1ccccc1 (stereo unspecified) | -5.5
CN(C)CCN1C(=O)c2oc3ccccc3c(=O)c2C1c1ccc(F)cc1 (stereo unspecified) | -24.6
COc1ccccc1CNc1ncnc2c1nnn2Cc1ccccc1 | -21.2
COC(=O)CSc1nnc(CCc2nc3ccccc3[nH]2)n1C | -19.6
Cc1cc(C)n(C(=O)c2ccc(C)c(S(=O)(=O)N3CCCC3)c2)n1 | -13.4
O=C(COC(=O)c1ccc2c(c1)OCCO2)NCc1ccccc1 | 1.8
CC(=O)Nc1ccc(-c2cc(NC(C)=O)n(-c3ccccc3)n2)cc1 | -7.9
CCn1nc(C(=O)O)c(=O)c2cc3c(cc21)OCO3 | -25.1
Cc1ccccc1-n1c(SCC(=O)N2CCOCC2)nc(O)cc1=O | -8.7
Cc1cc(C)nc(-n2nc(C)c(Sc3ccc(F)cc3)c2N)n1 | -16.1
O=S(=O)(Nc1ccc2c(c1)nc1n2CCN(Cc2ccccc2)C1)c1ccccc1 | -5.0
Cc1ccc(S(=O)(=O)NCCC(=O)NCc2ccccc2)cc1 | 3.0
CCC(=O)N1CCNC(=O)C1CC(=O)Nc1ccc(C)c(Cl)c1 (stereo unspecified) | -11.4
CC1CCC(NC(=O)c2ccc(N3CCCC3=O)cc2)CC1 (stereo unspecified) | -0.1
CCSc1nnc(NC(=O)c2c(-c3ccccc3Cl)noc2C)s1 | -39.4
Nc1nc2n(n1)C(c1ccco1)CC(c1ccc(Cl)c(Cl)c1)N2 (stereo unspecified) | -8.5
Cc1ccc2c(c1)C1C=CCC1C(C(=O)O)N2 (stereo unspecified) | 10.1
CS(=O)(=O)N(CC(=O)N1CCCC1)c1ccc(OCc2ccccc2)cc1 | -14.5
Cc1ccc(C)c(C(=O)CC2(O)C(=O)Nc3ccccc32)c1 (stereo unspecified) | -7.0
COc1ccc(-c2nnc(SCC(N)=O)n2N)cc1 | -1.6
Brc1ccc(Oc2nsnc2N2CCOCC2)cc1 | -12.0
CCOC(=O)N1CCC(NC(=O)CNS(=O)(=O)c2ccc(Br)s2)CC1 | -15.8
Cc1ccc(-c2ccc(=O)n(CCC(=O)NCCN3CCCCC3C)n2)cc1 (stereo unspecified) | -8.4
COc1ccc(S(=O)(=O)N2CCCN(CC(=O)Nc3ccc4c(c3)OCO4)CC2)cc1 | -22.3

Next part.
SMILES | GBA activity up
Cc1nc(NCCNC(=O)c2ccco2)c2c(C)c(C)sc2n1 | -10.5
CCOC(=O)c1cccc(NC(=O)CSc2nnc(C3CCCCC3)n2C)c1 | 16.9
CCCCNC(=O)NS(=O)(=O)c1ccc(C(=O)OC(C)C)o1 | -27.5
CCN1CCN(CC(=O)Nc2cc(F)ccc2C)CC1 | -63.1
COc1ccc(C)cc1S(=O)(=O)N(C)CC(=O)N1CCCCCC1 | -11.9
O=C(NC1CCCCCC1)c1c(O)c2ccccc2[nH]c1=O | 7.8
CCCn1c2c(c(O)c(C(=O)Nc3ccc(OCC)cc3)c1=O)CCCC2 | -122.9
CCSC(SCC)[C@H](O)[C@@H](O)[C@H](O)[C@H](O)CO | -6.9
COc1ccc(C(CNC(=O)c2cc(C)oc2C)N2CCOCC2)cc1 (stereo unspecified) | -0.7
CCOc1ccc(-c2nnc(-c3cccnc3)o2)cc1OCC | 11.1
CCOc1ccc(C(C)=O)cc1COc1ccc(-n2cnnn2)cc1 | -7.2
N#Cc1ccccc1Sc1ccccc1C(=O)OCC(=O)N1CCN(C(=O)c2ccco2)CC1 | -5.4

A different layout for part of the listing above.
SMILES,GBA activity up
Cc1nc(NCCNC(=O)c2ccco2)c2c(C)c(C)sc2n1,-10.5
CCOC(=O)c1cccc(NC(=O)CSc2nnc(C3CCCCC3)n2C)c1,16.9
CCCCNC(=O)NS(=O)(=O)c1ccc(C(=O)OC(C)C)o1,-27.5
CCN1CCN(CC(=O)Nc2cc(F)ccc2C)CC1,-63.1
COc1ccc(C)cc1S(=O)(=O)N(C)CC(=O)N1CCCCCC1,-11.9

Carrying on.
SMILES | GBA activity up
CC(=O)c1cc(-c2ccccc2)n(CC(=O)N2CCN(C3CCCC3)CC2)c1C | 3.0
O=C(NCC1CCCO1)C1CCCCN1S(=O)(=O)c1ccc(F)cc1 (stereo unspecified) | -35.8
CN(C(=O)C12CC3CC(CC(C3)C1)C2)C1(C)CCS(=O)(=O)C1 (stereo unspecified) | -9.4
Cc1ccc(-c2nnc(N(C)C(=O)c3ccccn3)s2)cn1 | -7.5
COc1cccc(C2/C(=C(/O)c3ccncc3)C(=O)C(=O)N2CCCN(C)C)c1 (stereo unspecified) | 13.0
CN(Cc1ccccc1)S(=O)(=O)c1ccc2c(c1)OCCO2 | 26.3
O=C(NCC1CCNCC1)c1ccncc1 | -7.6
C=C(C)Cn1c(CCCNC(=O)CCC)nc2ccccc21 | 32.8
COC(=O)c1ccc2c(c1)S(=O)(=O)NC(=NCc1ccco1)S2 | -11.9
CC(C)CN1C(=O)NC(NC(=O)c2ccco2)(C(F)(F)F)C1=O (stereo unspecified) | -15.3
C=CCN1C(=O)C(O)(CC(=O)c2c(C)n[nH]c2C)c2cc(Br)ccc21 (stereo unspecified) | -12.8
CC(C)CC(NC(=O)C1CCC(C)CC1)C(=O)N1CCN(c2ccccn2)CC1 (stereo unspecified) | -6.8

Random excerpt: 2 entries already listed
SMILES | GBA activity up
CN(Cc1ccccc1)S(=O)(=O)c1ccc2c(c1)OCCO2 | 26.3
COc1cccc(C2/C(=C(/O)c3ccncc3)C(=O)C(=O)N2CCCN(C)C)c1 (stereo unspecified) | 13.0

Next section:
SMILES | GBA activity up
COc1ccc(-c2oc3ncn(CCN4CCOCC4)c(=N)c3c2-c2ccc(OC)cc2)cc1 | 6.5
C=CCOC(=O)c1[nH]c2c(c1C)C(=O)CC(c1ccco1)C2 (stereo unspecified) | -15.0
O=C(CN1C2CCCC1CC(NC(=O)c1ccco1)C2)Nc1ccccc1C(F)(F)F (stereo unspecified) | -23.1
O=C(Nc1ccon1)c1cccc(C(F)(F)F)c1 | -8.4
O=C(COc1ccccc1)Nc1ccccc1N1CCN(c2ccccc2)CC1 | -5.5
CCOc1ccc(S(=O)(=O)Nc2ccc(S(=O)(=O)N3CCOCC3)cc2)cc1 | -27.2
CC(=O)NCCc1ccc(S(=O)(=O)Nc2cccnc2)cc1 | -11.5
CSCCC1NC(=O)N(CC(=O)Nc2ccc(N3CCCCC3)cc2)C1=O (stereo unspecified) | -17.4
CCc1ccccc1NC1=NCC(=O)N1C1CCCCC1 | -13.3
COc1ccc(CCNC2CCN(C)CC2)cc1OC | -41.9
COC(=O)c1cc(NC(=O)CN2C(=O)CSC2=O)ccc1Cl | -2.6
CCOC(=O)c1cc(-c2nnc(SCC(=O)Nc3ccc(F)cc3)o2)c(C)nc1C | 29.6
COc1ccc(Cl)cc1NC(=O)c1c(-c2ccccc2)noc1C | -5.3
COC(=O)COc1ccc(S(=O)(=O)N2CCOCC2)cc1C | -14.3
CC(C)CCn1c(NCCN(C)C)nc2c1c(=O)[nH]c(=O)n2C | 10.1
Cc1ccc2nc(CSc3nnc(Cc4cccs4)n3C3CCCCC3)cc(=O)n2c1 | 12.5
CCCNc1nc2c(c(=O)n(C)c(=O)n2C)n1CCc1ccccc1 | 2.6
CCOc1cccc(-c2nnc(SCC(=O)Nc3cc(C)ccc3OC)n2N)c1 | 14.4
CCc1nnc(NC(=O)CN2CCN(c3nc(-c4ccccc4)cs3)CC2)s1 | 11.5
O=C(NCc1ccco1)c1ccc2c(c1)C(=O)N(Cc1ccccc1)C2=O | -11.6
O=C1C2CC=CCC2C(=O)N1c1ccc(OCC(O)Cn2nnc3ccccc32)cc1 (stereo unspecified) | 19.9
O=C(CCC1CCCC1)NCCCN1CCOCC1 | 0.9
O=C(CSc1nnc(-c2cccs2)n1-c1ccccc1)N1CCOCC1 | -15.8
CS(=O)(=O)N(CCc1ccccc1)CC(=O)NCc1ccc2c(c1)OCO2 | -1.4

Compounds shown so far containing a cyano group (two):
SMILES | GBA activity up
COc1ccc(-c2nc(C#N)c(NCc3ccc(C)cc3)o2)cc1OC | -6.0
N#Cc1ccccc1Sc1ccccc1C(=O)OCC(=O)N1CCN(C(=O)c2ccco2)CC1 | -5.4

(continued)
SMILES | GBA activity up
Cc1sc2ncn(-n3c(C)ccc3C)c(=O)c2c1C | -14.1
CCN1CCN(c2c(Cl)cccc2NC(=O)c2ccc(Br)o2)CC1 | 4.3
CCOCCCn1c(=N)c(C(=O)NCc2ccc3c(c2)OCO3)cc2c(=O)n3cccc(C)c3nc21 | -23.6
CC(C)c1ccc(Nc2nc(NCc3ccco3)nc(N3CCOCC3)n2)cc1 | 19.5
COc1cc(C)c(C)cc1S(=O)(=O)N1CCN(Cc2ccc3c(c2)OCO3)CC1 | -16.9
COC(=O)c1ccc(-c2cc(C(=O)O)c3cc4c(cc3n2)OCCO4)cc1 | -47.7
COc1ccc2nc(NC(=O)CN3CCN(C)CC3)sc2c1 | 10.2
COc1ccccc1N1CCN(C(c2ccccc2Cl)c2nnnn2C(C)(C)C)CC1 (stereo unspecified) | -14.5
O=C(CC(Cc1ccccc1)C(=O)O)NCCc1ccc2c(c1)OCO2 (stereo unspecified) | -9.7
CCC1C(=O)n2nc(-c3ccccc3)cc2N=C1C (stereo unspecified) | -11.6
COC(=O)CC1=C(C(=O)OC)C(c2cccs2)C(C#N)=C(N)O1 (stereo unspecified) | -2.0
O=C1C2CCCN2C(c2cccs2)N1c1ccc(Cl)cc1 (stereo unspecified) | -18.4
CCC1CCCCN1S(=O)(=O)c1ccc(S(=O)(=O)N2CCN(S(=O)(=O)CC)CC2)cc1 (stereo unspecified) | -27.6
CCCn1c(CN(C)Cc2ccccc2)nc2c1c(=O)n(C)c(=O)n2C | 2.0
CCOC(=O)c1ccc2[nH]c3c(c2c1)CCCCC3=O | -8.5
Cn1cnnc1SCC(=O)c1cc2ccccc2oc1=O | -12.4
CCOc1ccccc1NC(=O)Cn1nnc(C(=O)NCc2ccco2)c1N | -18.5
O=C(NCCN1CCc2ccccc2C1)C1CCN(S(=O)(=O)N2CCC3(CC2)OCCO3)CC1 | -10.4
COc1cccc(NC(=O)c2ncn[nH]2)c1 | -3.3
COc1ccccc1NC(=O)CSc1nc2ncccc2[nH]1 | -8.4
CCN(CC)CCNC(=O)C1CCC(=O)N(c2ccc(OC)cc2)C1c1ccc(F)cc1 (stereo unspecified) | -46.9
O=C1NC2(CCCc3ccccc32)C(=O)N1Cc1nnc(-c2ccccc2Br)o1 (stereo unspecified) | -22.2
O=C(c1cc2ccccc2oc1=O)N1CCSC1c1ccco1 (stereo unspecified) | 20.6
COc1ccc2[nH]c3nc(SCc4nnc(-c5ccccc5)o4)nnc3c2c1 | -10.4
O=C(Cc1cccs1)NCc1ccncc1 | -10.0
COc1cccc(OC)c1OCCCOc1c(OC)cccc1OC | -9.8
CCOC(=O)N1CCN(C(=O)c2nn(-c3cc(OC)cc(OC)c3)c(=O)c3ccccc23)CC1 | -40.8
COc1cccc(-n2c(SCC(N)=O)nnc2-c2c[nH]c3ccccc23)c1 | -1.3

A few values from the entries so far.
`O=C(Cc1cccs1)NCc1ccncc1` in GBA activity up → -10.0
`COc1cccc(-n2c(SCC(N)=O)nnc2-c2c[nH]c3ccccc23)c1` in GBA activity up → -1.3
`CCOC(=O)N1CCN(C(=O)c2nn(-c3cc(OC)cc(OC)c3)c(=O)c3ccccc23)CC1` in GBA activity up → -40.8
`COc1cccc(OC)c1OCCCOc1c(OC)cccc1OC` in GBA activity up → -9.8

Bioassay records as filed in PubChem BioAssay.

Some of the compounds tested; count on the stated rates, not on these rows.
